# Screening data deposited in PubChem BioAssay by National Center for Advancing Translational Sciences (NCATS).
# LMNA splice mod: changes lamin A minigene splicing in HeLa cells; HeLa LMNA splicing GFP/RFP minigene ratio, 48 h; Potency, µM (highest dose often 46.1 µM), without a hit: top-dose ratio change, negative = inhibition, hits mostly inhibitors; 200,000 tested, 0.01% active; active = well fitted inhibition curve with a large enough effect in the signal ratio, with a control signal flat, not every such curve was filed as active; inconclusive = small, poorly fitted or top-dose-only effect, or effect the other way, or a change in a side signal; the % refers to the signal ratio; also: potency is read from the fitted curve at half-maximal effect; % is scaled to controls: 0 for no effect and ±100 for the full control effect
#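 S3 HeLa cells stably expressing lamin A-EGFP splicing minigene plus DsRed2, 600 cells/well, 48 h compound exposure at 37C. Laser-scanning cytometry; analysed as GFP (500-530 nm)/RFP (575-640 nm) total intensity ratio; 0.5% DMSO vehicle.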
# CBFb RUNX1 block: blocks binding between human CBF-beta and RUNX1. Q01196+Q13951. AlphaScreen CBFb-His/RUNX1-biotin binding, biochemical. Potency, µM (doses to about 59.8 µM), for the others: at the top dose activity, negative = inhibition, hits mostly inhibitors. 230,000 tested, under 10 active; also: % of control where 0% means no effect
# Target sequence (Q01196 whole entry, looked up): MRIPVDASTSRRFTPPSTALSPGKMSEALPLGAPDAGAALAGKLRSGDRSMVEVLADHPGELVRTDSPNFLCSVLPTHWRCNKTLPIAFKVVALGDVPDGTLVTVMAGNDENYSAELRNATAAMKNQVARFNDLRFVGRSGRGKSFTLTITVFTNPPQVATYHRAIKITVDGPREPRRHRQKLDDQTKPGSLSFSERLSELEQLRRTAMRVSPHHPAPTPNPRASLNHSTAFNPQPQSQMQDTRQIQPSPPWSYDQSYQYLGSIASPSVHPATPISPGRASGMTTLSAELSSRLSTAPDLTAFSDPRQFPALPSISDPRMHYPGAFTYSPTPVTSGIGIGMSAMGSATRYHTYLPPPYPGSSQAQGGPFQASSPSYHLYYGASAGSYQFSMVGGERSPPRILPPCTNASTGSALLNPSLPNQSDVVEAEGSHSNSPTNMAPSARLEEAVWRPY
# Target sequence (Q13951 whole entry, looked up): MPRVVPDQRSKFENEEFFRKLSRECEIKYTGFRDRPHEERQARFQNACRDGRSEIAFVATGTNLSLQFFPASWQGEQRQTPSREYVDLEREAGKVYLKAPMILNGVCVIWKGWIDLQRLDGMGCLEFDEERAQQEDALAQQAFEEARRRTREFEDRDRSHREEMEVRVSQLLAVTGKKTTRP
#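 His-tagged CBF-beta and biotinylated RUNX1 (30 nM each) were premixed 20 min at room temperature, exposed to compound for 15 min, then given nickel-chelate and streptavidin AlphaScreen beads (50 ng each). After 90 min, AlphaScreen signal was read.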
# aGlu spleen mod: inhibitors or activators of human alpha-glucosidase in spleen homogenate; Potency, µM (series often up to 79.9 µM), for the others: top-dose activity change, negative = inhibition, hits mostly inhibitors; 240,000 tested, 0.006% active; P10253; human spleen homogenate, 4-MU-alpha-glucoside fluorescence;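 also: potency is read from the fitted curve at half-maximal effect; 0% = enzyme with vehicle and -100% = no enzyme basal signal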
#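 Human spleen homogenate (1 ug) with 4-methylumbelliferyl-alpha-D-glucopyranoside (1 mM final) in 50 mM citrate/phosphate pH 5.0, 0.01% Tween-20; 40 min at 37 C. Stopped at pH 10; 4-MU fluorescence Ex 365/Em 440 nm; AC50 by Hill fit.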
# GAA glycogen mod: inhibitors or activators of human alpha-glucosidase glycogen cleavage | P10253 | recombinant GAA, glycogen substrate, Amplex Red glucose oxidase fluorescence | Potency, µM (top dose mostly 76.4 µM), without a hit: at the top dose activity change, negative = inhibition, actives largely listed as inhibitors | 300,000 tested, 0.38% active | AID 2100;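 also: potency is read from the fitted curve at half-maximal effect; 0% = full enzyme reaction and -100% = no-enzyme basal signal; the screen sought inhibitors and activators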
#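 Recombinant human alpha-glucosidase (4 nM final) hydrolysed bovine liver glycogen (30 ug) for 40 min at 37 C in pH 5.0 citrate/phosphate with 0.01% Tween-20. Released glucose detected by glucose oxidase/Amplex Red, Ex 573/Em 610 nm. Compounds up to 77 uM; AC50 from Hill fits.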
# GAA inhib: inhibitors of human lysosomal alpha-glucosidase. P10253. purified human GAA, 4-MU-alpha-glucoside fluorescence. Potency, µM (titrated, usually from 76.9 µM), inactives show at the top dose activity change, negative = inhibition, most hits filed as inhibitors. 200,000 tested, 0.005% active;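 also: potency is read from the fitted curve at half-maximal effect; plate controls were uninhibited enzyme wells for no effect and no-enzyme background for full effect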
#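 Fluorescence at Ex 365/Em 440 nm from 4-methylumbelliferone reported enzyme activity after 20 min at room temperature. Reactions used 4 nM enzyme and 400 uM substrate at pH 5.0; curves fitted with the Hill equation.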
# HttQ103 aggreg: reduces HttQ103-GFP aggregates in PC12 cells; PC12 HttQ103-GFP aggregates, Acumen cytometry, 40 h; Potency, µM (highest dose often 46.1 µM), for inactives: at the highest dose activity change, negative = inhibition, hits mostly inhibitors; 220,000 tested, 1.1% active; AID 1688; also: potency is read from the fitted curve at half-maximal effect; % is scaled to controls: 0 for no effect and ±100 for the full control effect; nearly all actives have a fitted effect of over 60% in size
#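 Compounds (qHTS titration) were added to PC12 cells expressing an ecdysone-driven HTT exon 1 Q103–GFP fusion after induction with 100 nM tebufenozide. Aggregate formation was measured as GFP objects in cell lysates.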
# HTT cytoprotect: cytoprotection in Huntington HTT-Q103 PC12 cell model; PC12 HTT-Q103 induced, cytoprotection, ATP luminescence, 40 h; Potency, µM (top dose mostly 56.4 µM), without a hit: cytoprotection (ATP increase), hits mostly activators; 230,000 tested, 0.14% active; AID 1471;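 also: potency is read from the fitted curve at half-maximal effect; % of control where 0% means no effect; nearly all actives have a fitted effect of over 45% in size; toxic huntingtin expression switched on by the ecdysone agonist tebufenozide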
#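 Stable PC12 Q103-GFP cells in serum-supplemented, phenol red-free DMEM; induction by tebufenozide at 100 nM final; compound dose series; cell viability quantified luminescently from ATP.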
# * hit, by the source's call; ? = inconclusive; nt = no result given; & = joins results of further samples; [ ] = another dose, or the depositor's remark. Unless noted, calls follow the shape of the dose curve; as a rule, active = well fitted curve in the direction sought with a large enough effect; inconclusive = small, poorly fitted or top-dose-only effect, or another doubt; inactive = no such curve, though single readings can be large; an effect the other way counts as inactive or inconclusive. An unsorted share of the library; about 1.5% have a hit in one of these screens.
SMILES,LMNA splice mod,CBFb RUNX1 block,aGlu spleen mod,GAA glycogen mod,GAA inhib,HttQ103 aggreg,HTT cytoprotect
Cc1ccc(S(=O)(=O)c2c(N)n(NC(=O)c3ccco3)c3nc4ccccc4nc23)cc1,-1%,7%,-7%,5%,-2%,-14%,-27%[0.074 µM]
COc1ccccc1-c1nnc2sc(-c3ccc(N(C)C)cc3)nn12,?,7%,16%,16%,?,?,-79%[inhibitor][10 µM]
CCCCOc1ccccc1C1NC(=O)NC(C)=C1C(=O)OCCOCC (stereo not drawn),?,10%,4%,1%,-27%,-4%,-6%
Cc1nc(N2CCN(C(=O)COc3ccccc3)CC2)c2c(C)c(C)sc2n1,?,-4%,1%,-3%,4%,-14%,-29%
Cc1cccc(C)c1NC(=O)CSc1nnc(-c2ccoc2C)n1C,4%,-3%,-5%,5%,-5%,-11%[9.22 µM],-7%[10 µM]
COc1ccc(NC(C)=O)cc1NC(=O)c1ccc(Cl)cc1,-3%[46 µM],-2%,6%,2%,3%,-29%,-12%
Cc1c(/C(O)=C2/C(=O)C(=O)N(Cc3cccnc3)C2c2cccs2)cnn1-c1ccccc1 (stereo not drawn),-3%,-10%,10%,-13%,-7%,3%,-26%
CN(C)S(=O)(=O)c1cccc(C(=O)NCc2cccs2)c1,-9%,6%,-12%,3%,0%,-33%,5%
CCOc1cc(N2CCOCC2)c(OCC)cc1NC(=O)Cc1ccccc1,nt,-5%,7%,10%,nt,-5%[9.22 µM],-14%[10 µM]
CCCCn1cc(SCC(=O)O)c2ccccc21,11%,4%,-8%,0%,-3%,1%,-9%
CCOc1cc(CNCc2ccccn2)cc(Cl)c1OC,14%[46 µM],-9%,-3%,-2%,13%,nt,nt
CCOC(=O)C1C(c2ccc(OC)c(OC)c2)c2c([nH][nH]c2=O)CC1(C)O (stereo not drawn),nt,3%,0%,?,nt,-8%[9.22 µM],4%[10 µM]
CCOC(=O)c1cnn(-c2ccccc2)c1-n1cccc1C(=O)C(=O)Nc1ccc(OC)cc1,-5%,-27%,-1%,-8%,-9%,-8%,-7%
Cc1cccc(NC(=O)c2cc(NC(=O)C3CCCCC3C(=O)O)ccc2Cl)n1 (stereo not drawn),6%,3%,-7%,1%,-11%,-15%,-13%[0.074 µM]
O=C(c1cccc(F)c1)N1CCCC(C(=O)N2CCCC2)C1 (stereo not drawn),11%,5%,-4%,9%,-13%,4%,-5%[0.074 µM]
COc1ccc(NC(=O)c2c(NC(=O)CCC(=O)O)sc3c2CCCCC3)cc1,8%[46 µM],0%,-10%,-2%,0%,17%[9.22 µM],25%[10 µM]
CCCOc1ccc(C2=NNC(c3cccs3)=Nc3ccc(OC)cc32)cc1,?,14%,-2%,-7%,2%,5%,33%[1.9 µM]
CC1(c2nnc(-c3ccc(F)cc3)o2)CC(c2ccc(F)cc2)=NO1 (stereo not drawn),nt,-15%,14%,-1%,nt,-40%[9.22 µM],21%[10 µM]
Cc1c(NC(=O)CC(=O)Nc2c(C)n(C)n(-c3ccccc3)c2=O)c(=O)n(-c2ccccc2)n1C,-1%,4%,0%,10%,-2%,5%,-12%
CCC1=C(OC(=O)N(CC)CC)N2C(=O)OC(=NCc3ccccc3)[C@]2(C)[C@H]2C1=CC[C@H]1C(=O)N(CC(=O)OC)C(=O)[C@H]12,nt,2%&17%,-13%&2%,-10%,nt,20%[9.22 µM],18%
O=C(NCc1ccccc1)c1cccc(OCC(=O)N2CCN(C(=O)c3ccco3)CC2)c1,7%,-3%,0%,3%,-7%,7%,-15%[10 µM]
O=C(c1ccc(F)cc1)n1c(NCc2ccccc2)n[nH]c1=S,nt,-1%,-1%,-1%,?,-7%[9.22 µM],9%[10 µM]
CCCCN(C)CCCNC(=O)c1cn(CC)c2ccc(S(=O)(=O)N3CCc4ccccc4C3)cc2c1=O,nt,0%,-6%,4%,?,?,-3%
O=C(Nc1ccc(-c2csc(-c3ccccc3)n2)cc1)c1ccccc1,9%[0.0737 µM],8%,-3%,3%,7%,18%,-16%
O=C(Cc1ccc([N+](=O)[O-])cc1)Nc1ccc(O)cc1C(=O)O,-4%,-2%,0%,1%,0%,-14%,35%[10 µM]
# (next part)
SMILES,LMNA splice mod,CBFb RUNX1 block,aGlu spleen mod,GAA glycogen mod,GAA inhib,HttQ103 aggreg,HTT cytoprotect
CCCCOc1ccc(Br)cc1/C(C)=N/NC1=NCCN1,?,-10%,-4%,1%,?,-32%,-60%[inhibitor][10 µM]
O=C(CSc1nnc(Cc2cccs2)n1C1CCCCC1)N1CCN(C(=O)c2ccco2)CC1,9%,6%,2%,-23%,-15%,14%,-18%[10 µM]
CCOC(=O)c1cc(-c2ccccc2)n(CC(=O)Nc2ccc(OCC)cc2)c1C,-4%,-2%,13%,6%,13%,-3%,-2%[10 µM]
CCCN(CCC)C(=O)NC1CC(=O)N(c2ccc(OC)cc2)C1 (stereo not drawn),-4%,1%,-4%,-5%,-3%,0%,1%[10 µM]
NC(N)=N/N=C/c1ccccc1OC(F)F,-14%[9.22 µM],9%,4%,5%,6%,10%,-55%[inhibitor]
COc1cccc(OC)c1-c1nn2c(-c3cc(-c4ccccc4)n[nH]3)nnc2s1,?,?,-3%,3%,5%,-6%,-28%[0.074 µM]
CCCC(=O)c1c(NC(C)C)cc(C)oc1=O,9%,0%,-2%,2%,1%,6%,10%[0.074 µM]
CC1CCCCN1S(=O)(=O)c1ccc(N(C(=O)c2cnccn2)C(C(=O)NC2CCCC2)c2cccs2)cc1 (stereo not drawn),-8%,1%,0%,0%,-3%,-23%,0%[10 µM]
Cc1cc(=O)oc2c(C(=O)/C=C\c3cccs3)c(O)ccc12,?,0%,-4%,-1%,-7%,?,23%[10 µM]
O=C(NC1CCCCC1)C1(c2ccccc2)CC1(Cl)Cl (stereo not drawn),-2%,28%,2%,8%,2%,-10%,-45%[inhibitor][10 µM]
O=S(=O)(c1ccccc1)N1N=C(c2cccs2)CC1c1ccc(Br)cc1 (stereo not drawn),-2%,5%,-8%,-3%,-10%,4%,-24%
O=S(=O)(c1ccc(Br)cc1)c1nc(-c2ccccc2)oc1NCc1cccnc1,?,-4%,6%,-20%,9%,-16%[1.84 µM],-5%
CCOC(=O)C1=C(N)OC2=C(C(=O)CC(C)(C)C2)C1c1cc(CSc2nnnn2C)cs1 (stereo not drawn),nt,-9%,nt,-6%,-2%,8%,-59%[inhibitor]
C=CCc1ccc(OCCOc2cccc3ccc(C)nc23)c(OC)c1,?,3%,-12%,-9%,-9%,-21%,-42%[inhibitor]
O=C(Nc1ccc(S(=O)(=O)N2CCCCC2)cc1)c1cnccn1,5%,2%,0%,-12%,2%,-10%,-24%
COc1ccc(/C=C/c2cc(C(F)(F)F)on2)cc1,nt,13%,7%,1%,nt,8%[9.22 µM],5%[10 µM]
CCOC(=O)COc1nc(C)cc(C(F)(F)F)c1C#N,nt,-2%,19%,-3%,nt,-17%[9.22 µM],9%[10 µM]
O=C(Nc1ccc(F)cc1)Nc1ccc([N+](=O)[O-])cn1,nt,-1%,-4%,3%,-25%,22%,-2%
COc1ccc(CCN2C(=O)CC(C(C)c3ccccc3)C2=O)cc1OC (stereo not drawn),nt,9%,6%,-20%,3%,2%,-10%[10 µM]
O=C(Nc1ccc(CSc2ccccc2)cc1)c1ccc(CN2CCOCC2)cc1,?,-11%,0%,-3%,-8%,?,nt
Cc1c(-n2c(=S)[nH]c3ccccc3c2=O)c(=O)n(-c2ccccc2)n1C,3%,1%,3%,5%,-5%,-4%,2%
O=C(CCCc1c[nH]c2ccccc12)Nc1ccc2ccccc2c1,?,-1%,9%,3%,-4%,1%,2%[10 µM]
Cc1csc(SCC(=O)NC(=O)NCc2ccccc2)n1,5%,3%,5%,4%,?,17%,-13%
CSCCNC(=O)Nc1c(-c2c(Cl)cccc2Cl)noc1C,nt,5%,0%,-7%,6%,-1%[9.22 µM],7%[10 µM]
Cc1ccc(OCC(=O)OCC(=O)c2c(N)n(C)c(=O)n(C)c2=O)cc1C,0%,1%,2%,3%,-5%,-10%,12%
# Next section:
SMILES,LMNA splice mod,CBFb RUNX1 block,aGlu spleen mod,GAA glycogen mod,GAA inhib,HttQ103 aggreg,HTT cytoprotect
COc1ccc(C(=O)CCN2CCN(c3ccccc3F)CC2)cc1,nt,7%,-2%,5%,4%,31%,-50%[inhibitor]
CCOC(=O)C(Cc1ccccc1)NC(=O)CNC(C)=O (stereo not drawn),4%,1%,-2%,-4%,-1%,10%,-11%[10 µM]
COc1ccc(NC(=O)CSc2nnc(CNC(=O)c3ccco3)n2-c2ccccc2OC)cc1,-6%,-4%,5%,-7%,1%,5%,-29%
O=[N+]([O-])c1ccc(N/N=C\c2cccn2-c2ccccc2)nc1,30%,?,-5%,-11%,-11%,?,2%
CN1C(=O)[C@@H]2[C@@H]3C[C@@H]([C@H]4ON=C(c5ccccc5OCC#N)[C@@H]34)[C@@H]2C1=O,nt,11%,6%,-5%,-3%,-8%[9.22 µM],-4%[10 µM]
Cc1nn(C)cc1-c1csc(N)n1,16%[46 µM],-10%,-13%,-18%,2%,-21%,-38%[inhibitor]
CCSc1nc2cc(OC)c(OC)cc2c(=O)n1CCc1ccccc1,-3%,0%,1%,5%,2%,23%[9.22 µM],11%
Cc1nn(Cc2c(F)c(F)c(F)c(F)c2F)c(C)c1NC(=O)c1ccc(COc2ccc(Cl)cc2Cl)o1,?,16%,-12%,-1%,-22%,?,nt
CCC(=O)Nc1cccc(SC)c1,7%,-11%,11%,1%,-4%,-14%,nt
Cc1cc(C)cc(OCC(=O)NCCc2nc3ccccc3[nH]2)c1,nt,-4%,4%,-9%,?,-8%[9.22 µM],-5%[10 µM]
O=[N+]([O-])c1ccccc1/C=C/CN1CCCCC1,6%,0%,-3%,0%,-2%,12%,-1%
Cc1ccc(C(=O)NN2C(=O)C3C4c5ccccc5C(c5ccccc54)[C@@H]3C2=O)cc1 (stereo partly drawn),-6%,-2%,-7%,9%,0%,31%,-5%[1.9 µM]
CCCC(=O)Nc1sc2c(c1C(=O)OCC)CC(C)(C)OC2,?,0%,-9%,24%,-6%,-6%[9.22 µM],0%[10 µM]
